AmpC inh det: inhibitors of E. coli AmpC beta-lactamase with detergent | Potency, µM (doses to about 28.7 µM), inactives show at the highest dose activity change, negative = inhibition | AID 584 | purified AmpC, nitrocefin hydrolysis with detergent | 71,000 tested, 0.09% active | P00811; active = well fitted curve in the direction sought with a large enough effect
Target sequence (P00811 whole entry, looked up): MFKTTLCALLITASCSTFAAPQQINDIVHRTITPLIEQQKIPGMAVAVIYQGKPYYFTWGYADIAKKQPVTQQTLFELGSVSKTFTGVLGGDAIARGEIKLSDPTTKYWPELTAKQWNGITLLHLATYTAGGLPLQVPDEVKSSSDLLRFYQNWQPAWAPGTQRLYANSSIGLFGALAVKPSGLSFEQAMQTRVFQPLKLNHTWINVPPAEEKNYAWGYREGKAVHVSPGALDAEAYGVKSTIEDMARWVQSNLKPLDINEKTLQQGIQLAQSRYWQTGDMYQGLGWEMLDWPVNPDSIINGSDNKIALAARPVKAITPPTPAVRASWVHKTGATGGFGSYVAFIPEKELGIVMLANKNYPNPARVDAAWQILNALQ
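E. coli AmpC (5.3 nM) in 20 mM phosphate pH 7.0 with 0.01% Triton X-100, preincubated 15 min RT with compound; nitrocefin (2 uL of 800 uM stock) hydrolysis followed by 480 nm absorbance every 20 s over 4 min.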
Active calls of the source: *; [ ] = another dose, or the depositor's remark. % is scaled to controls: 0 for no effect and ±100 for the full control effect; potency is read from the fitted curve at half-maximal effect. An excerpt; rates above refer to the full screens.

canonical_smiles,AmpC inh det
NC(=O)OC[C@H](O)COc1ccc(Cl)cc1,-2.8%[12.8 µM]
Cc1cc(NC(=O)CSc2nnc3c(C)cc4cc(C)c(C)cc4n23)no1,-2.8%
Cn1nnnc1SCC(=O)Nc1ccc(Cl)cc1Cl,0.5%
COCCn1c(=S)[nH]c2cc(OC)c(OC)cc2c1=O,-6.9%
CC(NC(=O)c1ccc2c(c1)OCCO2)C(=O)O (configuration not stated),14.6%
CCOC(=O)C1=C(C)NC(=O)NC1c1ccc(OCC(=O)Nc2ccccc2)c(OC)c1 (configuration not stated),7.2%
CCCCCCn1c(=O)c(C(=O)Nc2ccncc2)c(O)c2ccccc21,-5.2%
Cc1cccc(OCC(=O)N2CCC(c3ccccc3)C2)c1 (configuration not stated),16.4%
CC(=O)NCCn1c(SCC(=O)NCC2CCCO2)nc2ccccc2c1=O (configuration not stated),-2.3%
Cc1ccc2cccnc2c1,9.8%
COC(=O)CCCCCC(CCC(=O)OC)NC(C)=O (configuration not stated),5.5%
CCCCOc1ccc(C(=O)Nc2ccc(N3CCN(C(=O)C(C)C)CC3)cc2)cc1,-3.9%
CCCOC(=O)c1c(-c2ccccc2)nc(CC)c(C(=O)SCC)c1CCC,0.4%
COc1ccccc1-c1nc(Nc2ccncc2)c2ccccc2n1,6.0%
COCCCNC(=O)CSc1nc2ccc(N3CCOCC3)cc2c(=O)n1CCc1ccccc1,-3.2%
O=C(O)Cn1c(C(F)(F)F)nc2ccccc21,-1.0%
O=C(Nc1ccccc1)c1ccccc1O,1.8%
CC(C)(O)/C=C\C(=O)[C@](C)(O)[C@H]1[C@H](O)C[C@]2(C)[C@@H]3CC=C4[C@@H](C=C(O)C(=O)C4(C)C)[C@]3(C)C(=O)C[C@@]12C,-0.8%[5.75 µM]
CC(C)c1ccc(NC(=O)C2CCCN(S(=O)(=O)c3cnc[nH]3)C2)cc1 (configuration not stated),4.4%
CCNc1nc(NCC)nc(N(C)n2cnnc2)n1,-3.9%
Clc1ccc(-c2nc(-c3ccccn3)no2)cc1Cl,0.1%
Fc1cccc(Nc2cc(-n3cccn3)ncn2)c1,-2.6%
CC(=O)NC(Cc1ccccc1)C(=O)NC1CCN(C(=O)c2cnccn2)CC1 (configuration not stated),1.4%
CCOc1cc(CN2CCN(c3ccc(C(C)=O)cc3)CC2)ccc1OC,-0.3%
C=CCn1c(SCC(=O)Nc2nnc(CC)s2)nnc1-c1ccco1,-3.9%
COc1ccc2oc(C(=O)c3ccccc3)c(NC(=O)CN3CCN(C)CC3)c2c1,-1.7%
CCOC(=O)Nc1ccc2c(c1)N(C(=O)N(CC)CC)c1ccccc1CC2,1.0%
CCOc1ccccc1OCC(=O)Nc1ccc(S(=O)(=O)N(C)C)cc1,-3.5%
CCn1nnnc1NCc1cccn1C,-3.7%
Nc1cccc(N)c1,6.8%
CCN1CCN(C(c2ccc(OC)c(OC)c2)c2nnnn2C(C)(C)C)CC1 (configuration not stated),3.7%
CCCCSc1nc(N)c(NC(=O)c2ccco2)c(=O)[nH]1,2.3%
O=C(NCC1CCCO1)c1ccc(CS(=O)(=O)Cc2ccc(F)cc2)o1 (configuration not stated),-0.4%
CCc1c(C)sc(NC(=O)c2ccco2)c1C(=O)N1CCOCC1,-4.3%
CC1CCCCC1NC(=O)Cn1c(CN2CCCCC2)nc2ccccc2c1=O (configuration not stated),-5.8%
Cc1nn(-c2ccccc2)c2sc(C(=O)N3CCOCC3)cc12,-4.6%
Cn1c(-c2ccc(F)cc2)cnc1SCC(=O)Nc1ccccc1N1CCOCC1,-4.1%
Cc1ccc(C)c(OCC(=O)Nc2ccc3c(c2)OCO3)c1C,-2.2%
COC(=O)Nc1nc2c(C)cccc2s1,-4.2%
COc1ccc(OC)c(NC(=O)CSc2nc3c(c(=O)n(C)c(=O)n3C)n2C)c1,-3.5%
COCCn1nnnc1C(C(C)C)N(Cc1ccccc1)Cc1cc2cc(OC)ccc2[nH]c1=O (configuration not stated),-0.8%
Cc1ccc(C(=O)C2=C(O)C(=O)N(CCN(C)C)C2c2ccccn2)o1 (configuration not stated),-1.8%
O=C(O)C(CC(=O)N1CCOCC1)NCc1ccccc1 (configuration not stated),-2.6%
O=C(c1ccc(Cn2c(=O)[nH]c3ccccc3c2=O)cc1)N1CCN(c2ccc(F)cc2)CC1,-1.2%
OC(CN1CCOCC1)C12CC3CC(CC(C3)C1)C2 (configuration not stated),0.0%
Cc1nc(C)c(C(=O)Nc2cccc(C)c2C)o1,13.8%
CCN(CC)CCOc1ncnc2c1oc1ccccc12,-3.0%
Cc1c(NC(=O)c2ccco2)cccc1-c1nc2cccnc2s1,9.5%
Clc1ccc(OCc2nc(-c3ccccn3)no2)c(Br)c1,9.8%
CCOc1ccc(NC(=O)CSc2nnc(Cn3c(=O)sc4ccccc43)n2C)cc1,25.0%
O=C(Nc1nccs1)NC1CCCCC1,0.7%
CCC(COC(=O)Nc1cccc(C)c1C)NC(=O)OCC(C)C (configuration not stated),-1.8%
O=C1CCCCCN1Cc1nnc(SCc2nc3ccccc3s2)n1-c1ccccn1,8.1%
CC(=O)NC(Cc1c[nH]c2ccccc12)C(=O)Nc1ccc2c(c1)OCO2 (configuration not stated),-3.4%
CC(=O)NC1(C2CCCCC2=O)CCCCC1 (configuration not stated),6.7%
COc1ccc(NC(=O)Nc2nccs2)cc1,0.0%
Cc1ccc(S(=O)(=O)N2CCOCC2)cc1C(=O)OCC(=O)N1CCc2ccccc2C1,-2.5%
CCCOc1cccc(C2/C(=C(/O)c3ccncc3)C(=O)C(=O)N2CCCN(C)C)c1 (configuration not stated),0.7%
CCCOc1ccc(-c2nc(C#N)c(N3CCN(CC)CC3)o2)cc1,-5.4%
CCN=C1Cn2c(nc3scc(-c4ccccc4)c3c2=O)CN1CC,-1.1%

Looked up by structure from the list above (five):
canonical_smiles,AmpC inh det
CCOc1ccc(NC(=O)CSc2nnc(Cn3c(=O)sc4ccccc43)n2C)cc1,25.0%
CCN=C1Cn2c(nc3scc(-c4ccccc4)c3c2=O)CN1CC,-1.1%
CC(=O)NC1(C2CCCCC2=O)CCCCC1 (configuration not stated),6.7%
O=C(O)C(CC(=O)N1CCOCC1)NCc1ccccc1 (configuration not stated),-2.6%
OC(CN1CCOCC1)C12CC3CC(CC(C3)C1)C2 (configuration not stated),0.0%

(more compounds)
| molecule | AmpC inh det |
| --- | --- |
| CCCCCCCCCCCCC/C=C\[C@@H](O)[C@@H](N)CO | -2.4% |
| CCC(=O)N1CCc2cc(S(=O)(=O)CCC(=O)Nc3c(C)n(C)n(-c4ccccc4)c3=O)ccc21 | 0.2% |
| CC(=O)Nc1ccccc1C(=O)N1CC(C)OC(C)C1 (configuration not stated) | 10.1% |
| CC(C)=CCC/C(C)=C/CO | -1.6%[5.75 µM] |
| CCCCN1CCC(C#N)(Nc2ccccc2)CC1 | -1.9% |
| C/C=C/Cn1c(N2CCCCCC2)nc2c1c(=O)[nH]c(=O)n2C | -2.8% |
| O=C1CC(N2CCN(S(=O)(=O)c3ccc(Cl)cc3)CC2)C(=O)N1CCc1ccccc1 (configuration not stated) | -4.5% |
| CC(=N)C1=C(O)CC(C)(C)CC1=O | 0.6% |
| Nc1ccc(S(=O)(=O)NCc2nccs2)cc1 | -1.8%[5.75 µM] |
| Cc1c(CNC(=O)c2cnn3c2NC(c2ccc(Br)cc2)CC3C(F)(F)F)cnn1C (configuration not stated) | -3.9% |
| CCn1c(=O)[nH]c2cc(C(=O)N3CCN(c4ccccc4)CC3)ccc2c1=O | -1.7% |
| CN(C)c1ccc(S(=O)(=O)c2ccc(Cl)cc2)cc1 | -2.8% |
| COc1ccc(C(=O)Nc2oc(-c3ccccc3)c(-c3ccccc3)c2C#N)cc1OC | 4.2% |
| O=C1CCCC2=C1C(c1ccncc1)c1c(nc(SCc3ccccc3Cl)[nH]c1=O)N2 (configuration not stated) | -3.1% |
| CCOC(=O)c1sc2nc(C)n(CC(=O)NCC3CCCO3)c(=O)c2c1C (configuration not stated) | -2.6% |
| O=C(CCn1c(=O)c2ccccc2n(Cc2cccnc2)c1=O)NCc1ccc2c(c1)OCO2 | 0.0% |
| Cc1noc(C)c1COC(=O)C1(c2cccc(F)c2)CCCC1 | -2.8% |
| COC(=O)c1ccccc1NC(=O)CN(c1ccccc1)S(=O)(=O)N(C)C | -6.5% |
| N#CC1=C(N)Oc2ccccc2C12C(=O)Nc1n[nH]c(-c3ccccc3)c12 (configuration not stated) | -3.1% |
| CC(O)CN(Cc1cccc(Cl)c1)CC(C)O (configuration not stated) | 0.3% |
| COc1ccc(C2C(C(=O)N3CCCC3)c3cc(OC)c(OC)cc3C(=O)N2C)cc1OC (configuration not stated) | -1.8% |
| COc1ccc(C2C3=C(CCCC3=O)Nc3nc(C(F)(F)F)nn32)cc1OC (configuration not stated) | -4.4% |
| NC(=O)CSc1nc2c(sc3ccccc32)c(=O)n1CCCN1CCOCC1 | 3.3% |
| Cc1noc(NS(=O)(=O)c2ccc(NC(=O)c3ccc(Br)o3)cc2)c1C | -3.2% |
| O=C(NC1CCCC1)c1cc(-c2cccs2)on1 | -7.2% |
| CCOC(=O)CC1C(=O)NCCN1C(=O)COc1ccc(Br)cc1C (configuration not stated) | -1.7% |
| Fc1cccc2sc(N3CCCCC3)nc12 | 4.9% |
| O=C(c1cc2ccccc2o1)N1CCN=C1SCc1cccc(F)c1 | 3.2% |
| CC(=O)c1ccccc1Oc1nc(CN2CCOCC2)nc2scc(-c3cccs3)c12 | 12.6% |
| Cc1sc2nc(CN(Cc3cccs3)C(=O)NC3CCCCC3)[nH]c(=O)c2c1C | 4.2% |
| COCCNC(=O)CN1CCC(NC(=O)Nc2ccccc2)CC1 | 13.3% |
| O=C(O)CNc1ccc(C(=O)O)cc1 | -3.1%[5.75 µM] |
| COc1ccc2c3c([nH]c2c1)C(C)=NCC3 | -3.3% |
| Cc1ccc(S(=O)(=O)NC(=O)Nc2ncn[nH]2)cc1 | -1.7%[5.75 µM] |
| O=C(CSc1ncn(-c2ccccc2)n1)N1CCN(c2ccccc2)CC1 | -3.4% |
| CC(C)CC(/C(O)=C(\C#N)c1nc2ccccc2[nH]1)N1C(=O)c2ccccc2C1=O (configuration not stated) | 1.2% |
| C/C(Cl)=C/Cn1c(NCCN(C)C)nc2c1c(=O)n(C)c(=O)n2C | -4.3% |
| CCOC(=O)C1=C(C)OC(N)=C(C#N)C12C(=O)Nc1ccc(C)cc12 (configuration not stated) | 4.8% |
| COc1ccc(CN[C@H](C)C(=O)O)cc1 | -0.6%[5.75 µM] |
| Clc1ccc(-c2nnc(SCc3cn4ccsc4n3)n2CC2CCCO2)cc1 (configuration not stated) | 15.6% |

By substructure, the compounds so far containing a COOH group (five)
| molecule | AmpC inh det |
| --- | --- |
| CC(NC(=O)c1ccc2c(c1)OCCO2)C(=O)O (configuration not stated) | 14.6% |
| O=C(O)Cn1c(C(F)(F)F)nc2ccccc21 | -1.0% |
| O=C(O)C(CC(=O)N1CCOCC1)NCc1ccccc1 (configuration not stated) | -2.6% |
| O=C(O)CNc1ccc(C(=O)O)cc1 | -3.1%[5.75 µM] |
| COc1ccc(CN[C@H](C)C(=O)O)cc1 | -0.6%[5.75 µM] |

Going on with the list:
| molecule | AmpC inh det |
| --- | --- |
| CC(=O)NC(CC(=O)Nc1ccc(S(=O)(=O)N2CCCC2)cc1)c1ccccc1 (configuration not stated) | 1.3% |
| NC(=O)C1CCCN(C(=O)NC2CCCCC2)C1 (configuration not stated) | -4.0% |
| Nc1ncnc2nn([C@H]3O[C@@H](CO)[C@@H](O)[C@H]3O)nc12 | -4.7%[5.75 µM] |
| O=S(=O)(Nc1ccc2c(c1)OCCO2)c1cccc2nsnc12 | -0.1% |
| C[Si](C)(C)Cl | 5.0% |
| CCCn1c(=N)n(CC(=O)C(C)(C)C)c2ccccc21 | 0.9% |
| CC(=NCc1ccc(F)cc1)c1c(O)n(C)c(=O)n(C)c1=O | -5.1% |
| Cc1ccc2c(c1)nnn2C1CCN(CC(=O)Nc2ccc3c(c2)OCCO3)CC1 | -3.8% |
| COc1cc(SC)ccc1C(=O)NCC1CCCO1 (configuration not stated) | -3.4% |
| CCN1C(=O)/C(=C2\SC(N3CCCCC3)=NC2=O)c2ccccc21 | -0.3% |
| Cc1cccc(C)c1NC(=O)c1ccc(-n2cnnn2)cc1 | 1.8% |
| CCOC(=O)CNC(=O)C(Cc1ccccc1)NS(=O)(=O)c1cccs1 (configuration not stated) | 15.5% |
| COc1ccc(-c2nc3cnc(OC)nc3n(C3CC3)c2=O)cc1 | 0.0% |
| Cc1cc(C)nc(N2C(=O)CC(C(C)c3ccccc3)C2=O)n1 (configuration not stated) | -3.0% |
| Cc1cc(C2(c3cc(C)c(O)cc3C)OS(=O)(=O)c3ccccc32)c(C)cc1O | 8.9% |
| CCS(=O)(=O)N1CCC(c2nc(-c3ccc(C(F)(F)F)cc3)no2)CC1 | -7.9% |
| O=C(c1c(F)c(F)c(F)c(F)c1F)N1CCc2ccccc21 | -4.3% |
| CC1CCCCN1C(=O)C1CC(c2ccc(F)cc2)=NO1 (configuration not stated) | -4.3% |
| CCCc1cc2c(n1CCc1ccc(Cl)cc1)C(C)C1CN(C(=O)c3ccccc3)C(C)(C(=O)OC)C21 (configuration not stated) | -0.9% |
| Cn1cnnc1SCc1ccc(-c2ccc(Br)cc2)o1 | -6.0% |
| O=C(c1ccco1)N1CCN(C(=O)c2ccccc2OC(=O)C23CC4CC(CC(C4)C2)C3)CC1 | 0.6% |
| CC(CN1CCCCC1)OC(=O)c1ccc(Cl)cc1Cl (configuration not stated) | -1.9% |
| CC1Cc2ccccc2N1S(=O)(=O)c1cccs1 (configuration not stated) | -1.6% |
| Cc1nc2sc3c(c2c(=O)[nH]1)CCCC3 | -2.0%[5.75 µM] |
| COc1ccc(CN2CCN(c3cccc(C)c3C)CC2)cc1OC | 5.1% |
| CC(C)c1ccc(S(=O)(=O)N2CCN(CC(=O)Nc3ccc4c(c3)OCO4)CC2)cc1 | -1.8% |
| COCc1cc(C)nc(SCC(=O)Nc2cccc(C)c2C)c1C#N | -1.1% |
| CCOC(=O)CCC(=O)NCc1ccc2c(c1)cc(C)n2C | -2.4% |
| CCC(=O)c1ccc(OCC(O)CN(C)C2CCCCC2)cc1 (configuration not stated) | -5.4% |
